GalR3 antag: GalR3 antagonists in HEK293 cells, primary screen, cell-based, fluorescence readout | HEK293 GalR3-CNG cAMP membrane potential fluorescence; galR3 body fused to GalR1 C-terminus | inhibition, % at 3 µM | hit rate 0.44% among 360,000;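 active = inhibition above the screen-wide average plus 3 SD, cut at about 13% in these data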;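 also: forskolin and galanin both at EC90 stimulate the cells; cAMP rise reported by CNG channel membrane potential dye signal; 0% = forskolin plus galanin with DMSO and 100% = forskolin alone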
Target sequence (O60755 1-299 limits assumed): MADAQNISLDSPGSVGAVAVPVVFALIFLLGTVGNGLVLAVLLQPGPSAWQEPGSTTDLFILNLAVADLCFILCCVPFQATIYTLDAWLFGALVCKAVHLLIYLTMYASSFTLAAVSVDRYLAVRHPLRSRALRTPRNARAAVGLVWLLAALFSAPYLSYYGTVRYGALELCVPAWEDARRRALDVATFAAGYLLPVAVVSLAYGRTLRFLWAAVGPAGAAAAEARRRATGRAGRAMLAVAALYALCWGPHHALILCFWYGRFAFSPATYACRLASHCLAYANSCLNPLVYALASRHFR
* marks the source's active call; other numbers are inactive results. Only part of the results is shown; the hit share may differ from the screen's.

| GalR3 antag | Molecule |
| --- | --- |
| 0 | O=C1[C@@H]2[C@H](C(=O)N1C[C@@H](COCc1ccccc1)Oc1cccc3c1S(=O)(=O)N(CCc1ccc(F)cc1)C[C@H](COCc1ccccc1)O3)[C@@H]1C=C[C@H]2C1 |
| -3 | CC1(C(=O)NCc2ccc3c(c2)OCO3)CCN1C(=O)Cc1cccc2ccccc12 (centres undefined) |
| -4 | CC(=O)c1ccc(Nc2nc(C(N)C3CCCCC3)cs2)cc1 (centres undefined) |
| -3 | OC(c1ccccc1)c1nc(/C=C/c2ccc(C(F)(F)F)cc2)cs1 (centres undefined) |
| -6 | CCC(CO)Nc1ccn2nc(-c3cc(OC)c(OC)c(OC)c3)cc2n1 (centres undefined) |
| -6 | Cc1ccc(-c2c(C#N)c(N)n(-c3ccc(Cl)cc3)c(=O)c2C#N)cc1 |
| -6 | O=C1OC(c2ccccc2)(N(Nc2ccccc2)c2ccccc2)c2ccccc21 (centres undefined) |
| -7 | COC(=O)C1=C(C)N(Cc2cccc(C(F)(F)F)c2)C(=NCc2ccc3c(c2)OCO3)NC1c1ccccc1C(F)(F)F (centres undefined) |
| -5 | CCCCN1CC(COCc2ccccc2)Oc2cccc(Oc3ccc(C(C)C)cc3)c2S1(=O)=O (centres undefined) |
| -4 | COc1cccc(OC)c1C(=O)N1CCN(Cc2c[nH]c3ccccc23)CC1 |
| -3 | CCOc1ccc(CCN2C(=O)C(=O)N([C@@H](CC(C)C)CN3CCC[C@@H]3CN3C(=O)C(=O)NC[C@@H]3Cc3ccccc3)C[C@@H]2Cc2ccc(O)cc2)cc1 |
| -2 | COc1c(C)cc(C(O)c2ncc(-c3ccccc3F)[nH]2)cc1C (centres undefined) |
| -3 | CC(C)(C)C(=O)c1c(N)[nH]c(C(=O)c2ccccc2)c1-c1ccc(Cl)cc1 |
| -5 | Cc1ccc(C(=O)N2CCC[C@@H]2C(=O)N2CCC[C@@H]2C(=O)NCc2ccccc2)cc1 |
| -2 | COc1ncnc2c1ncn2CCCNc1ccc(C)c(C)c1 |
| -2 | O=C(O)c1cc([N+](=O)[O-])ccc1-c1ccc([N+](=O)[O-])cc1C(=O)O |
| -4 | CC(C)C[C@H]1COc2cccc(N(C)CCO)c2S(=O)(=O)N1 |
| -3 | NC(=O)c1ccc(NC(=O)COC(=O)CCCOc2ccccc2)cc1 |
| -5 | COc1ccc(-c2nc3c(C)cc(Br)cn3c2Cc2cccc(Cl)c2)cc1OC |
| 0 | CCCS(=O)(=O)NC(=O)C1(C)CCCN(C(=O)c2cccc(Cl)c2)C1 (centres undefined) |
| -3 | CC(C(=O)NCC1CCCCC1)N1CCN(S(=O)(=O)c2cccs2)CC1 (centres undefined) |
| -1 | C=CCN1[C@@H](C)[C@H](c2ccccc2)Oc2cccc(N3CCCC3)c2S1(=O)=O |
| -7 | COC(=O)C1=C(C)N(Cc2ccc(C(F)(F)F)cc2)C(=NCc2ccccc2)NC1c1ccc(Cl)cc1 (centres undefined) |
| -4 | Cc1ccc(F)cc1C(=O)N1CCCCC1c1cc(C(=O)Nc2cccc(C#N)c2)no1 (centres undefined) |
| -8 | COc1cc(NC(=O)CCl)ccc(=O)c1 |
| -4 | O=C(NCC1CCN(C(=O)C(=O)c2cc3ccccc3o2)CC1)c1ccc2c(c1)OCCCO2 |
| -5 | Cc1ccc(COC(=O)c2cccc(S(=O)(=O)N3CCCCC3)c2)cc1 |
| -6 | C[C@@H]1CN([C@@H](C)CO)C(=O)c2cc(NC(=O)Nc3ccc4c(c3)OCO4)ccc2O[C@@H](C)CCCCO[C@@H]1CN(C)CC1CCCCC1 |
| -7 | O=C(Nc1cccc(Oc2ccccc2)c1)c1ccc(-n2cncn2)c2ccoc12 |
| -9 | COC(=O)[C@@]12C[C@@H](CC(=O)NCCC(C)C)C(=O)N(Cc3ccc4c(c3)OCO4)C1=CCC(C)(C)C2 |
| -2 | Cc1ccc(C(C)(C)C)cc1S(=O)(=O)Nc1cccc(C(=O)N2CCN(c3ccccn3)CC2)c1 |
| -6 | O=C(NCCCCc1ccccc1)c1cccc(NC(=O)C2CCC2)c1 |
| -6 | CC(=O)Nc1ccc(-c2ccnc3c2CC(C(=O)Nc2ccc(Cl)c(C(F)(F)F)c2)O3)cc1 (centres undefined) |
| 3 | CCN(C(=O)COC(=O)CSc1ccc(C)cc1C)c1c(N)n(Cc2ccccc2)c(=O)[nH]c1=O |
| -4 | Cc1ccc(C)c(NC(=O)COC(=O)c2cccc(S(=O)(=O)N3CCCC3)c2)c1 |
| -5 | COc1ccccc1CNc1nc(NCc2ccc3occc3c2)c2sccc2n1 |
| -4 | O=[N+]([O-])c1ccc(C=NN2CCNC2=S)o1 |
| -6 | CCCN(CC(=O)Nc1ccccc1OC)C(=O)c1ccc(S(=O)(=O)Nc2ccccc2OC)cc1 |
| -8 | Cc1ccc(NC(=O)COC(=O)CN2CCSC2=O)cc1F |
| -4 | Clc1ccc(C=NN2CCCCCC2)cc1 |
| -7 | COc1ccc(OC)c(NC(=O)C2(C)CCN2C(=O)CC2CC2)c1 (centres undefined) |
| -5 | COC(=O)c1ccc2nc(-c3ccc(OC)c(OC)c3)c(Cc3ccccc3OC)n2c1 |
| -1 | COC(=O)C1=C(C)N(Cc2ccc(C(F)(F)F)cc2)C(=NCc2ccccc2C(F)(F)F)NC1c1cccc(Cl)c1 (centres undefined) |
| -3 | CC(C)C(NC(=O)C1(NC(=O)OCc2ccccc2)CCCC1)C(=O)O (centres undefined) |
| -5 | CCN1C[C@@H]2[C@@H]3C(=O)N(Cc4ccccc4)C(=O)[C@@H]3[C@](CC)(C1=O)N2C(=O)c1ccc(F)cc1 |
| -7 | CCOC(=O)[C@]12CCC=C1N(CCC1=CCCCC1)C(=O)[C@H](CC(=O)NCc1cccc3ccccc13)C2 |
| -5 | COCCNC(=O)C1CCCN(C(=O)c2ccc(SC(F)(F)F)cc2)CC1 (centres undefined) |
| -7 | C[C@@H]1CCCCO[C@@H](CN(C)C(=O)CCC(F)(F)F)[C@@H](C)CN([C@H](C)CO)C(=O)c2cc(NS(=O)(=O)c3cccs3)ccc2O1 |
| -8 | C[C@H]1CNC(=O)c2c(C(=O)N[C@@H](Cc3c[nH]c4ccccc34)C(=O)OC(C)(C)C)ncn21 |
| -5 | O=C1ON(Cc2ccccc2)C(c2ccccc2)N1c1ccccc1 (centres undefined) |
| -4 | Cc1cc(-c2nnn(CCCOC(C)(C)C)c2C)ccc1-c1cn(CCCOC(C)(C)C)nn1 |
| -6 | c1ccc2c(c1)-c1cccc3cncc-2c13 |
| -6 | C=CCn1c(SCC(=O)c2c(N)n(C3CC3)c(=O)[nH]c2=O)nnc1-c1ccccc1OC |
| 2 | CCCCCCCCN1C(=O)[C@H](CC(=O)NCCCC)C[C@@]2(C(=O)OCC)CCCC=C12 |
| -9 | OC(c1ccccc1)(c1ccccc1)C1CCN(CCCOc2cccc(F)c2)CC1 |
| 3 | CCN1CCN(c2ccc(NC(=O)CC3OC(=O)c4ccccc43)cc2C)CC1 (centres undefined) |
| -5 | Nc1nc(-c2ccccc2)ns1 |
| -6 | O=C(Cc1cccc(NC(=O)C2CCN(C(=O)C3CCCCC3)CC2)c1)Nc1cccc(C(=O)N2CCCCC2)c1 |
| -5 | Cc1cc(C)c2c(=O)n3c(nc2c1)C(Cc1ccccc1)NC(=O)c1cccnc1-3 (centres undefined) |
| 3 | CSc1ncnc2c1ncn2CCCNCc1ccccn1 |

Of the compounds above, 11 have an aryl methoxy group:
| GalR3 antag | Molecule |
| --- | --- |
| -6 | CCC(CO)Nc1ccn2nc(-c3cc(OC)c(OC)c(OC)c3)cc2n1 (centres undefined) |
| -4 | COc1cccc(OC)c1C(=O)N1CCN(Cc2c[nH]c3ccccc23)CC1 |
| -2 | COc1c(C)cc(C(O)c2ncc(-c3ccccc3F)[nH]2)cc1C (centres undefined) |
| -2 | COc1ncnc2c1ncn2CCCNc1ccc(C)c(C)c1 |
| -5 | COc1ccc(-c2nc3c(C)cc(Br)cn3c2Cc2cccc(Cl)c2)cc1OC |
| -8 | COc1cc(NC(=O)CCl)ccc(=O)c1 |
| -5 | COc1ccccc1CNc1nc(NCc2ccc3occc3c2)c2sccc2n1 |
| -6 | CCCN(CC(=O)Nc1ccccc1OC)C(=O)c1ccc(S(=O)(=O)Nc2ccccc2OC)cc1 |
| -7 | COc1ccc(OC)c(NC(=O)C2(C)CCN2C(=O)CC2CC2)c1 (centres undefined) |
| -5 | COC(=O)c1ccc2nc(-c3ccc(OC)c(OC)c3)c(Cc3ccccc3OC)n2c1 |
| -6 | C=CCn1c(SCC(=O)c2c(N)n(C3CC3)c(=O)[nH]c2=O)nnc1-c1ccccc1OC |

Going on with the list.
| GalR3 antag | Molecule |
| --- | --- |
| -7 | CCOC(=O)N(C)c1c(CC)nc2c(OCc3ccccc3C(=O)OC)cccn12 |
| -6 | Cc1ccc(CNC(=O)Cn2cnc3c(NCc4ccccc4)ncnc32)o1 |
| -2 | CCCC(=O)N1CCC1(C)C(=O)NS(=O)(=O)c1ccc(C(C)(C)C)cc1 (centres undefined) |
| -3 | O=C(C=Cc1ccccc1)N1CCCCC1 |
| -6 | CCCS(=O)(=O)NC(=O)C1(C)CCCN(C(=O)c2ccc(C(F)(F)F)cc2)C1 (centres undefined) |
| -8 | COc1ccc(CNC(=O)Cn2cnc3c(NCc4ccccc4)ncnc32)cc1 |
| -4 | COc1cccc(/C=C2\SC(=S)N(CCCC(=O)N3CCOCC3)C2=O)c1 |
| -7 | O=C(NCc1cccnc1)c1cc(C2CCCN(S(=O)(=O)c3cccc4cccnc34)C2)on1 (centres undefined) |
| -5 | CC1(Cc2ccccc2Cl)C(=O)Nc2c(Cl)cccc21 (centres undefined) |
| -4 | O=C(CSc1nc2ccccc2c(=O)n1-c1ccc(F)cc1F)NC1CCS(=O)(=O)C1 (centres undefined) |
| -6 | O=C1NC(=S)NC1Cc1ccc(O)cc1 (centres undefined) |
| -7 | COc1ccc(C(CNC(=O)c2cccc(NS(=O)(=O)c3ccccc3)c2)N2CCCC2)cc1 (centres undefined) |

Looked up above:
Entry of CC1(Cc2ccccc2Cl)C(=O)Nc2c(Cl)cccc21 (centres undefined) under GalR3 antag: -5
Entry of CCCS(=O)(=O)NC(=O)C1(C)CCCN(C(=O)c2ccc(C(F)(F)F)cc2)C1 (centres undefined) under GalR3 antag: -6

Next section.
| GalR3 antag | Molecule |
| --- | --- |
| -7 | CN(Cc1ccccc1)C(=O)[C@@H]1CCCN1C(=O)[C@@H]1CCCN1C(=O)OC(C)(C)C |
| -5 | COc1cc(C=NNc2ccccc2[N+](=O)[O-])cc(OC)c1OC |
| -5 | CC(C)C1C(=O)N(Cc2cn(CC3CCCCC3)nn2)CCS(=O)(=O)N1Cc1ccc(-c2ccc(Cl)cc2)cc1 (centres undefined) |
| -4 | CC1(C(=O)Nc2cccc3cccnc23)CCN1Cc1cccc2c1OCO2 (centres undefined) |
| -8 | CCCC(=O)OC[C@H]1CN(C2CCCC2)S(=O)(=O)c2c(Oc3ccc(F)cc3)cccc2O1 |
| -5 | O=c1ccn([C@@H]2O[C@H](CNS(=O)(=O)C3CC3)[C@@H](O)[C@H]2O)c(=O)[nH]1 |
| -5 | CCC(C)[C@H]1CNC(=O)C(=O)N1CC1CCCCC1 (some centres undefined) |
| -2 | CCc1nc2c(OCc3ccc(OC)cc3)cccn2c1N(C)C(=O)c1ccc(OC)cc1 |
| -10 | O=C(C[C@H]1C[C@H](C(=O)N2CCOCC2)[C@@]2(CCC3CCCC3)c3[nH]c4cc(-c5ccco5)ccc4c3CCN2C1=O)NCc1cccc(C(F)(F)F)c1 |
| -7 | CCCN(C)C[C@@H]1OCCCC[C@@H](C)Oc2ccc(NC(=O)c3ccccc3)cc2C(=O)N([C@H](C)CO)C[C@@H]1C |
| -5 | O=C(Nc1ccc(F)cc1)C(c1ccccc1OC(F)(F)F)N1CCN(C(=O)c2ccco2)CC1 (centres undefined) |
| -1 | CC1CN=C(NS(=O)(=O)c2ccccc2)N1 (centres undefined) |
| -9 | CC1CCN(S(=O)(=O)N2CCC(C(=O)NC(C)c3ccccc3)CC2)CC1 (centres undefined) |
| -10 | COc1cc2c(cc1OC)CN(C1CCC(C(C)(C)C)CC1)CC2 (centres undefined) |
| -5 | CC(=O)OC1CCC2C3CCC4OC(=O)CCC4C3CCC12C (centres undefined) |
| -8 | CC(C)c1cccc(-c2csc(C(C)(O)c3ccncc3)n2)c1 (centres undefined) |
| -4 | Cc1cccc(-c2nnc(-c3ccc4ccccc4c3)o2)c1 |
| -8 | CC1(C(=O)NS(=O)(=O)C2CC2)CCCN(C(=O)C2(c3ccc(Cl)cc3)CCCC2)C1 (centres undefined) |
| -4 | COC(=O)C[C@@H]1OC[C@H](C(C)C)N1S(=O)(=O)c1ccc(C)cc1 |
| -1 | Cc1ccc(S(=O)(=O)N(CC(=O)Nc2cccc([N+](=O)[O-])c2)C(=O)N2CCN(C)CC2)cc1 |
| -4 | CC(=O)Nc1ccc(NC(=O)C2Cc3c(-c4cccc(C(C)=O)c4)ccnc3O2)cc1 (centres undefined) |
| 0 | N#C/C(=C/c1ccc(-c2ccc([N+](=O)[O-])cc2)o1)c1nnc(N2CCOCC2)n1-c1ccccc1 |
| 1 | CC[C@]12c3[nH]c4ccc(Cl)cc4c3CCN1C(=O)[C@@H](CC(=O)NCCCn1ccnc1)C[C@@H]2C(=O)N1CCN(C(=O)C2CC2)CC1 |
| -3 | COC(=O)CC1=C(c2ccc([N+](=O)[O-])cc2)CCC1=O |
| -6 | CC1C(=O)N(Cc2cn(Cc3ccco3)nn2)CCS(=O)(=O)N1Cc1ccc(-c2ccc(Cl)cc2)cc1 (centres undefined) |
| -8 | CCNC(=O)N(C)[C@H]1C[C@H]2c3[nH]c4ccccc4c3CCN2C[C@H]1[C@H](C)O |
| -8 | CC(C)Oc1cc(F)ccc1-c1cc(C(=O)NCCc2ccncc2)[nH]n1 |
| -2 | O=CNC1(c2ccccc2)CCCCC1 |
| 1 | COC(=O)[C@@]12C[C@@H](CC(=O)N3CCN(C(=O)C4CC4)CC3)C(=O)N(CCc3ccc(OC)c(OC)c3)C1=CCC(C)(C)C2 |
| 2 | O=C(C(=O)N1CCC(c2ccccc2)CC1)c1ccc(F)c(F)c1 |
| -6 | COCOCCn1cc(CN2CCS(=O)(=O)N(Cc3ccc(-c4cccc(N(C)C)c4)cc3)C(C(C)C)C2=O)nn1 (centres undefined) |
